Screening data (PubChem BioAssay)
PrPC surface inh – reduces human prion protein on the cell surface | P04156 | cell surface PrPC, TR-FRET read-out | inhibition, % at 13.8 µM | 0.43% of 370,000 active; in the data active means inhibition above about 24%; further: 0% = median of the test wells and 100% = reference compound wells
Rv3671c inh – inhibitors of M. tuberculosis serine protease Rv3671c; inhibition, % at 5.96 µM; 0.048% of 320,000 active; P9WHR9; in the data active means inhibition above about 38%;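 further: extracellular domain of Rv3671c used as enzyme; 0% = enzyme with DMSO and 100% = no enzyme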
Target sequence (P9WHR9 whole entry, looked up, the tested form may be a part): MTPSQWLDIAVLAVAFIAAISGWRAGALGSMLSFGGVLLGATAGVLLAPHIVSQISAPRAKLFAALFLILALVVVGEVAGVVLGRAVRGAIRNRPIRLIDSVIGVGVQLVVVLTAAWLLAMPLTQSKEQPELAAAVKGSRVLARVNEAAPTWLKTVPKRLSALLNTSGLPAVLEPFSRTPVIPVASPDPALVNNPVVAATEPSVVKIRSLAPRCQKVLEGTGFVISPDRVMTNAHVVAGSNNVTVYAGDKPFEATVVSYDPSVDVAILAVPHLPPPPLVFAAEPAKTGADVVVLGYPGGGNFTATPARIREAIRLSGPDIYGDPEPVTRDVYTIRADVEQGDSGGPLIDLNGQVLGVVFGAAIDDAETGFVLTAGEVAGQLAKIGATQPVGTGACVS
CCHFV vOTU inh – blocks the CCHF virus ovarian tumor domain protease. CCHFV vOTU protease, Pep-AMC fluorescence. inhibition, % at 11.5 µM. 0.55% of 370,000 active; in the data active means inhibition above about 30%; further: 0% = vehicle wells with enzyme and 100% = no enzyme wells
Yp Topo-I inh – Y. pestis Topo-I inhibition via cleavage products; Y. pestis Topo-I cleavage product accumulation, plate reader; activity, % at 10 µM; 0.064% of 360,000 active; in the data active means activity above about 50%, passing the limit was not always enough; further: inactives centre near 2
DUSP3 inh – DUSP3 (human) phosphatase inhibition. P51452. recombinant VHR phosphatase, pNPP absorbance. inhibition, % at 13.3 µM. 0.52% of 290,000 active; in the data active means inhibition above about 50%; further: some compounds called inactive have numbers as strong as hits
Target sequence (P51452 whole entry, looked up): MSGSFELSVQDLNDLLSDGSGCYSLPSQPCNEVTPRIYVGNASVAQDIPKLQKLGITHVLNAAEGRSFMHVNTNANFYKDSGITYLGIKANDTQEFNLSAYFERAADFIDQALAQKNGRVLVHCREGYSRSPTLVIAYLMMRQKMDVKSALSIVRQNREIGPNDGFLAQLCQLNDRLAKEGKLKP
BH1578 lux ind – quorum light induction in luxS cqsA deficient V. cholerae. activation, % at 18.7 µM. V. cholerae BH1578 lux reporter, luminescence, 6 h. 0.16% of 350,000 active; in the data active means activation mostly above about 9.7%, no sharp cut-off; further: not every result past the cut was called active; inactives centre near 0; reference of the scale not given here
TcdB inh – blocks C. difficile toxin B glycohydrolase activity. TcdB glycohydrolase enzymatic assay, plate reader. inhibition, % at 9.99 µM. 0.24% of 350,000 active; in the data active means inhibition above about 10%
SSB-PriA inh – inhibitors of Klebsiella pneumoniae PriA binding to SSB C-terminal tail. AlphaScreen SSBct-PriA binding, biotinylated peptide. 0.6% of 430,000 active. inhibition, % at 33 µM. AID 1272365; in the data active means inhibition mostly above about 37%, no sharp cut-off; inactive means mostly below about 20%;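 further: plate controls were negative control peptide for no effect and reference peptide for full effect; strong numbers were not always called active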
3CLpro inhibitor – SARS-CoV 3CLpro protease inhibition | P0C6X7 | recombinant SARS-CoV 3CLpro, quenched FRET peptide cleavage | inhibition, % at 6 µM | 0.14% of 290,000 active; in the data active means inhibition above about 12%
MazF activator – activators of E. coli MazEF toxin-antitoxin RNase. P0AE70. FAM/BHQ RNA-DNA oligo cleavage fluorescence, 5 h. activation, % at 20 µM. 0.32% of 350,000 active; in the data active means activation above about 50%
Target sequence (P0AE70 whole entry, looked up): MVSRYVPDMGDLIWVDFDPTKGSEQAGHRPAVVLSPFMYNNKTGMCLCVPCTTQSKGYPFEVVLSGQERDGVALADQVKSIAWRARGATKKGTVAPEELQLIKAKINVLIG
* hit, by the source's call; i = inactive; . = not tested or not shown; & = joins results of further samples. An excerpt (hit frequency here may not be typical).

SMILES	PrPC surface inh	Rv3671c inh	CCHFV vOTU inh	Yp Topo-I inh	DUSP3 inh	BH1578 lux ind	TcdB inh	SSB-PriA inh	3CLpro inhibitor	MazF activator
Cc1cccc(CN2CCN(C(=S)Nc3ccccc3)CC2)c1	-2	-7	-8	1	22	i	1.9	-5	4	3
Cc1onc(-c2c(Cl)cccc2Cl)c1COC(=O)c1ccc([N+](=O)[O-])cc1	1	-1	-9	4	0	i	0.2	19	4	4
COCCn1c(N)c(N(Cc2ccccc2)C(=O)c2ccc(N3CCCC3=O)cc2)c(=O)[nH]c1=O	-5	.	7	1	.	-0.8	5.8	5	.	6
CCn1c(SCC(=O)NCc2ccco2)nc2cccnc21	0	-10	6	5	17	0.3	-0.4	-10	-3	8
O=C(CSC1=NS(=O)(=O)c2ccccc21)Nc1ccccc1	-9	8	-4	0	23	i	0.8	-1	1	12
CC(NC(=O)C(C)N1C(=O)c2cccc([N+](=O)[O-])c2C1=O)c1ccccc1 (configuration not stated)	-5	1	-7	2	5	2.9	0.5	-13	2	-2
CC1CN(C(=O)CSc2nnc(-c3cccs3)n2N)CC(C)O1 (configuration not stated)	-1	-2	11	4	.	0.6	0.7	-9	.	-2
Cc1ccc(C2c3c(-c4ccccc4O)n[nH]c3C(=O)N2Cc2ccncc2)cc1 (configuration not stated)	-1	-5	0	20	5	i	.	-1	-6	6
Cc1ccc(C(=O)NC(NC(=O)c2ccc(C)cc2)c2cccc([N+](=O)[O-])c2)cc1	-4	-15	-11	-8	9	-0.3	0.5	-20	0	-1
CCOc1ccc(C2/C(=C(/O)c3ccc4c(c3)CC(C)O4)C(=O)C(=O)N2CCCn2ccnc2)cc1OCC (configuration not stated)	-5	-1	11	-11	-7	-0.2	0.8	.	5	-3
Cc1ccc(S(=O)(=O)Nc2ccc(C(=O)N3CCCC3)cc2)cc1	4	-3	1	0	10	0.4	-2.2	-1	0	-3
Cc1cccc(-c2cc3c(nn2)-c2ccccc2C3=O)c1	-5	-13	4	0	24	3.1	.	12	-4	6
COc1cc(NC(=O)/C=C/c2ccccc2)c(C(=O)O)cc1OC	-4	-11	5	1	-6	-0.2	-1.1	2	5	0
CCSc1nc(N)c2c3c(sc2n1)CCC3	25*	-14	1	-7	2	i	.	-12	-2	3
Cc1c(C(=O)O)sc2[nH]c(=O)n(Cc3ccccc3)c(=O)c12	11	-5	-6	14	36	-7.7	-2.5	-10	4	-9
CCOC(=O)C1CCCN(C(=O)c2cc(C)oc2C)CC1 (configuration not stated)	-2	.	-4	1	.	-1.2	0.4	.	.	.
CCOc1cc(/C=N/NC(=O)NN(C)c2ncc(C(F)(F)F)cc2Cl)ccc1O	2	-8	-1	-3	14	-2.0	2.7	.	2	14
COCCN(C(=O)CCC(=O)Nc1cc(C)on1)C(C(=O)NC(C)(C)C)c1cccc(OC)c1OC (configuration not stated)	-3	-6	6	-7	17	-0.2	1.3	-15	0	5
CN(Cc1cnn(Cc2ccccc2)c1)C(=O)CN=C1NS(=O)(=O)c2ccccc21	-6	3	3	-4	.	-0.6	2.5	9	.	3
CCCCC(=O)Nc1nnc(S(=O)(=O)N2CCCCCC2)s1	-3	-6	9	-4	-14	i	0.2	-4	0	3
CCCn1c(/N=C/c2c[nH]c3ccccc23)nc2ccccc21	6	16	11	1	30	i	.	.	-4	-5
C=CCC(C(=O)OC)(C(=O)OC)c1ccc([N+](=O)[O-])cn1	-9	1	-2	4	52*	-1.4	.	-2	2	0
O=C(CCN1CCOCC1)Nc1cc(C(=O)Nc2ccc(Cl)cc2)ccc1N1CC2CC(C1)c1cccc(=O)n1C2 (configuration not stated)	-2	-5	13	33	-13	-0.4	1.4	0	-3	5
Cc1nn(CC(=O)NCC2CCCO2)c(=O)c2cc3ccccc3n12 (configuration not stated)	-10	5	12	-2	15	2.0	1.8	-13	3	7
O=C(Cc1cccc(NC(=O)C2CCCN(C(=O)C3CC3)C2)c1)Nc1cccc(C(=O)N2CCCCC2)c1 (configuration not stated)	2	.	4	14	.	i	1.0	6	.	1
O=C(CSc1nc(=O)n2cc(Cl)ccc2n1)Nc1ccc2c(c1)OCO2	6	5	4	10	.	-0.3	0.7	-19&-16	.	-4
O=C(/C=C/c1ccc(Cl)cc1)c1cccnc1	-1	0	-3	-2	21	-0.6	.	2	4	1
CC(SCc1ccccc1)C(=O)Nc1ccc(F)cc1 (configuration not stated)	14	6	5	4	12	i	0.4	-10	-5	5
Cc1ccc(NC(=S)N2CCN(Cc3ccccc3)CC2)c(C)c1	-5	9	5	-3	-6	-0.3	.	-16	-5	7
C[N+]1(CC2COC3(CCCCC3)O2)CCCCC1 (configuration not stated)	4	8	-1	0	10	i	1.0	-9	6	-15
O=C(CCC(=O)Nc1cccc([N+](=O)[O-])c1)N/N=C/c1cccs1	-10	.	-3	-5	-13	-0.7	0.1	.	-3	6
COc1cc2c(c(OC)c1)C(=O)OC(C)CCCC(=O)CCCCC2 (configuration not stated)	4	-4	0	29	31	-0.5	-1.1	0	0	2
N#Cc1ccsc1NC(=O)C1CC(=O)N(Cc2ccccc2)C1 (configuration not stated)	5	4	15	-7	.	-14	2.0	-4	.	-1
O=C(NCS(=O)(=O)c1ccccc1)c1ccccc1	-1	4	9	3	21	-1.3	.	2	-2	4
COc1ccc(N(CC(=O)NC2CCCC2)C(=O)CS(=O)CC(=O)Nc2ccc3c(c2)OCO3)cc1 (configuration not stated)	0	1	-11	3	0	-0.4	1.3	-3	3	1
O=C(CSc1nnc(CCCN2C(=O)c3cccc4cccc(c34)C2=O)n1-c1ccccc1)NCCCN1CCOCC1	-1	-11	-7	-3	26	4.1	-1.3	7	-1	2

4 structures already listed, arranged by molar mass, lowest first:
SMILES	PrPC surface inh	Rv3671c inh	CCHFV vOTU inh	Yp Topo-I inh	DUSP3 inh	BH1578 lux ind	TcdB inh	SSB-PriA inh	3CLpro inhibitor	MazF activator
C[N+]1(CC2COC3(CCCCC3)O2)CCCCC1 (configuration not stated)	4	8	-1	0	10	i	1.0	-9	6	-15
Cc1ccc(NC(=S)N2CCN(Cc3ccccc3)CC2)c(C)c1	-5	9	5	-3	-6	-0.3	.	-16	-5	7
O=C(CCC(=O)Nc1cccc([N+](=O)[O-])c1)N/N=C/c1cccs1	-10	.	-3	-5	-13	-0.7	0.1	.	-3	6
O=C(CSc1nc(=O)n2cc(Cl)ccc2n1)Nc1ccc2c(c1)OCO2	6	5	4	10	.	-0.3	0.7	-19&-16	.	-4

(next part)
SMILES	PrPC surface inh	Rv3671c inh	CCHFV vOTU inh	Yp Topo-I inh	DUSP3 inh	BH1578 lux ind	TcdB inh	SSB-PriA inh	3CLpro inhibitor	MazF activator
O=C(CN1C(=O)CNC1=O)Nc1cc(Cl)cc(Cl)c1	-9	-3	8	-8	.	i	0.6	-9	.	-2
O=C(Nc1cccc(Cl)c1)N(Cc1nc2ccccc2c(=O)[nH]1)C1CCCC1	3	-6	2	3	6	i	.	7	-6	1
O=C(c1ccc2c(c1)OCO2)N1CCN(C(=O)c2ccco2)CC1	7	1	-10	2	8	i	.	-4	0	-2
Cc1cc([N+](=O)[O-])nn1CCCC(=O)NCc1ccc(F)cc1	-8	2	-5	3	16	i	-0.1	-5	-5	-11
COc1ccc(-c2nn(-c3ccccc3)cc2C(=O)O)cc1	7	4	2	6	-20	-0.2	1.0	-2	6	6
O=C(Nc1cccc(C(=O)O)c1)/C(=C\c1cccc([N+](=O)[O-])c1)NC(=O)c1ccc(Br)cc1	-15	.	1	-9	.	i	-2.6	.	.	5
Cc1ccc(C)c(S(=O)(=O)N2CCCCC2CCNC(=O)C(=O)NC2CCCC2)c1 (configuration not stated)	12	0	18	27	.	i	0.9	-5	.	0
COc1ccc(S(=O)(=O)N2CCN(CCC(=O)Nc3ccccc3F)CC2)cc1	-2	-8	5	23	-2	-0.5	0.6	5	-6	9
O=C(Nc1ccccc1Br)c1c(F)cccc1Cl	0	8	-3	0	30	1.9	0.6	1	1	4
COc1ccc(S(=O)(=O)n2ccc(-c3ccc4c(c3)CCC(C)(C)O4)n2)cc1	6	-6	8	-2	29	0.3	1.2	-4	0	3
COc1ccc(-c2noc(CN(C)C(=O)c3ccco3)n2)cc1	4	-10	-3	6	16	i	0.1	2	1	2
Cc1ccc(CN2CCN(/N=C/c3ccc(C)s3)CC2)c(C)c1	-8	10	5	31	0	-2.4	0.6	.	0	-6
COc1ccc(C(=O)O/N=C/c2ccc(S(=O)c3ccc(Cl)cc3)nc2)cc1 (configuration not stated)	0	0	6	-4	20	1.4	.	.	1	-23
O=C(Nc1ccccc1N1CCOCC1)c1cc(F)cc(F)c1	-3	0	-15	-9	19	i	-2.4	-7	0	13
Cc1nc2cc(NC(=O)CS(=O)(=O)c3ccc(F)cc3)ccc2s1	-2	7	-4	-1	.	1.2	3.7	-13	.	4
O=C(O)c1cccnc1SCC(=O)N1CCCCCC1	3	0	-18	-8	14	-0.5	.	-14	-2	-4
CC[C@H](C)[C@@H](NC(=O)O[C@@H]1C(=O)c2cc(OC)ccc2O[C@H]1c1ccc(OC)c(Br)c1)C(=O)OC	.	-13	.	26	0	-0.6	.	-4	-2	-4
CC(=O)C1C(=O)C=C(c2ccco2)CC1c1ccccc1 (configuration not stated)	-11	0	13	2	-6	.	.	-12	-5	4
Cc1ccc2[nH]c(CN3CCC(CO)(CC4CCCCO4)CC3)c(C)c2c1 (configuration not stated)	1	3	9	15	35	-0.3	0.1	4	3	5
CC(CCc1ccccc1)NC(=O)c1nnc(Cc2ccc(Cl)cc2)o1 (configuration not stated)	10	-1	5	-9	28	-0.2	-2.7	-10	0	-8
O=C(Nc1ccc(C(F)(F)F)cc1)C1=NN(C2CCS(=O)(=O)C2)C(=O)CC1 (configuration not stated)	-3	-6	1	-4	.	i	0.6	-13	.	3
O=C(CN1C(=O)NC2(CCCCC2)C1=O)NC1CCCc2ccccc21 (configuration not stated)	-2	-7	5	-5	32	i	0.8	-2	-2	3
NC(=O)NC(=O)CSc1nnc(-c2ccc(Cl)cc2)n1CC1CCCO1 (configuration not stated)	-3	1	-7	41	26	-0.1	-0.3	-6	-1	1
